NF-kB neuron act: activators of NF-kB expression in neurons, primary screen, cell-based, HTS; human neuronal cells, NF-kB reporter expression; active compounds read high; fold change at 12.5 µM; actives 1.6% (n = 190,000); AID 1239, 2008; in the data active = fold change above about 3.3
TNAP inh hiacc: human TNAP enzyme inhibitors, primary screen, biochemical, luminescent, high phosphate acceptor level, uHTS; Alkaline phosphatase, tissue-nonspecific isozyme (Homo sapiens), P05186; purified TNAP, CDP-star luminescence, 1 M DEA; inhibition, % at 20 µM; actives 0.03% (n = 200,000); AID 1135, 2008;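 active = over 50% inhibition of tissue-nonspecific alkaline phosphatase at 20 µM in the single-dose screen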;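 note: plate controls were DMSO wells for no effect and EDTA-quenched wells as full inhibition for full effect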
Target sequence (P05186 whole entry, looked up): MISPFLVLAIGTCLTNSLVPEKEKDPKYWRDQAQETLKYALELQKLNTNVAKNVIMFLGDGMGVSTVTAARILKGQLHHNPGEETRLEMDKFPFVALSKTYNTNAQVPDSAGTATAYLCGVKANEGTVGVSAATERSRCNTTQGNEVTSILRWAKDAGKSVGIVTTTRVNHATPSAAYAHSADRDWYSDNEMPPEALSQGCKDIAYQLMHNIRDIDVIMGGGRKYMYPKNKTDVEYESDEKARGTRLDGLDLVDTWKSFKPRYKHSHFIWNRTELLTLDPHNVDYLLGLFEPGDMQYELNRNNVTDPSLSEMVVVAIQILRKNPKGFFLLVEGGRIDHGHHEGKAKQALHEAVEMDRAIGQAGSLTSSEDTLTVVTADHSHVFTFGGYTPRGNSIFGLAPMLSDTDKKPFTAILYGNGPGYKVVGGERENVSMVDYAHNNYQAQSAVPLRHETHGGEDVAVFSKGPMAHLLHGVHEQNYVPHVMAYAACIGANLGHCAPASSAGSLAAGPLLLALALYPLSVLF
FLuc act counter: FLuc activators, initial screening, artefact control for FLuc-dependent activation tests, biochemical, ATPlite luminescence; ATPlite luciferase biochemical, 10 min; 0 = ATP-free wells, 1 = DMSO control; 200,000 tested, under 10 active; activation factor at 10 µM; AID 1027, 2008; Luciferin 4-monooxygenase (Photinus pyralis), P08659;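 active = luciferase activation factor, scaled between plate controls, of at least 2 with compound at 10 µM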
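Material: luciferase plus luciferin reagent, cell-free. Medium: PBS buffer for ATP. Also added: ATP substrate, dispensed from a 10.24 µM working solution in PBS. Doses: test compounds dosed from 2 mM stocks in 100% DMSO. Incubation: 10 min post-reagent at room temperature. Technique: light output (luminescence). Read-out basis: luminescence gain marking luciferase activators.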
APP 5'UTR act: activators of APP 5'UTR luciferase reporter, primary screen, SH-SY5Y cells. activation, % at 2 µM. SH-SY5Y APP 5'UTR luciferase reporter, luminescence; zero percent = DMSO vehicle wells. actives 1% (n = 190,000);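 active = activation above a set limit, based on mean plus 3 SD of controls, cut at about 140% in these data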; note: values of inactives mirror those of a sister screen read the other way
bIAP activator: bovine intestinal alkaline phosphatase activators, primary screen, biochemical, bovine IAP, CDP-star luminescence; actives 0.17% (n = 200,000); AID 1016, 2008; activation factor at 20 µM; alkaline phosphatase, intestinal [Bos taurus]; purified bovine IAP, 30 min; active compounds read high; fold of DMSO-control signal, blank-subtracted;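 active = activation factor of 2 or more at 20 µM, a signal rise over negative controls twice the positive control's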
TNAP act hiacc: TNAP activators at high phosphate acceptor level, primary screen, biochemical, luminescence, uHTS; Alkaline phosphatase, tissue-nonspecific isozyme (Homo sapiens), P05186; purified TNAP, CDP-star luminescence, 1 M DEA, 30 min; active compounds read high; 0 = EDTA background, 1 = DMSO-only activity; activation factor at 20 µM; 200,000 tested, under 10 active; AID 1136, 2008;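 active = activation factor at least 2 at 20 µM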
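Control set: EDTA negative control, DMSO positive control / Assay system: human TNAP / Quantity: TNAP 1/800 final / Evaluation: TNAP activation factor scaled between EDTA and DMSO control wells / Measured by: luminescent substrate turnover signal / Compound dosing: one dose, 20 µM / Times: 30 min enzyme reaction at room temperature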
FLuc inh counter: firefly luciferase enzyme inhibitors, primary screen, artefact control for luciferase-based inhibitor screens, biochemical, luminescence, ATPLite; AID 1006, 2008; 10 min; inhibition, % at 10 µM; Luciferin 4-monooxygenase (Photinus pyralis), P08659; actives 1.5% (n = 200,000);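 active = inhibition above about 50% when tested at 10 µM, limit read from the data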
PMI activator: activators of human PMI, primary screen, biochemical, fluorescence intensity, near-Km mannose 6-phosphate. Mannose-6-phosphate isomerase (Homo sapiens), P34949. purified human PMI, coupled resazurin fluorescence, 20 min; active compounds read high; 1 = vehicle control, 0 substrate-free wells. activation factor at 20 µM. actives 0.005% (n = 190,000). AID 1214, 2008;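 active = activation factor of 2 or more at 20 µM, relative to plate controls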
Target sequence (P34949 whole entry, looked up): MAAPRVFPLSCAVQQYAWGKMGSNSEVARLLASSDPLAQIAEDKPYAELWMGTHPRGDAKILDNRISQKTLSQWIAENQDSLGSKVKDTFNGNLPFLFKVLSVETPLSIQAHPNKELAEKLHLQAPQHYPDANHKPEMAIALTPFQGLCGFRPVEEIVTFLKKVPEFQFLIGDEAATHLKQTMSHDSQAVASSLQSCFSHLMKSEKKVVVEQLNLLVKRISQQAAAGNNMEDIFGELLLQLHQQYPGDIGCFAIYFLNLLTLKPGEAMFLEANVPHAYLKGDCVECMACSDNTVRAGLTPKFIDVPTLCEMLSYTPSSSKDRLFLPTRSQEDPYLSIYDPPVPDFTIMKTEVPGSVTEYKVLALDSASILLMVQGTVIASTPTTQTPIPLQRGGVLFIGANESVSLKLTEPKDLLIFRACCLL
TNAP inh noacc: human TNAP enzyme inhibitors, primary screen, biochemical, luminescent, no phosphate acceptor, uHTS; purified TNAP, CDP-star luminescence, 30 min; inhibition, % at 20 µM; actives 0.26% (n = 200,000);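 active = tissue-nonspecific alkaline phosphatase inhibition above about 50% at 20 µM in the single-dose screen, limit read from the data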;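 note: 0% = DMSO negative control and 100% = EDTA positive control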
PMI act hi M6P: human PMI activators, high substrate, primary screen, biochemical, fluorescence intensity, near-saturating mannose 6-phosphate. actives 0.34% (n = 190,000). Mannose-6-phosphate isomerase (Homo sapiens), P34949. activation factor at 20 µM. coupled PMI enzyme assay, resazurin fluorescence, 20 min; active compounds read high; 1 = untreated enzyme, 0 = substrate-free blank;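 active = activation factor of 2 or more at 20 µM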
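Test system: human PMI in coupled enzyme assay; Input: PMI at 15 ng/mL final; Medium: HEPES buffer, pH 7.4; Schedule: 20 min incubation at room temperature; Technique: resorufin fluorescence at Ex 544/Em 590 nm; Compound: 20 µM single dose; Probe or stimulus: Near-saturating mannose-6-phosphate, 1.0 mM.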
* hit, by the source's call; x = no result given.

Second line of a record – FLuc act counter | bIAP activator | PMI act hi M6P | TNAP inh hiacc | FLuc inh counter | PMI activator | NF-kB neuron act | TNAP inh noacc | APP 5'UTR act | TNAP act hiacc
#1 O=C(COc1ccc2c(c1)CCC2)N1CCc2ccccc21
 : 0.6 | 0.8 | 0.9 | -8 | 42 | 1 | 2.7 | -16 | 93 | 1.1
#2 COc1ccc(C(=O)C2CCCN(Cc3ccc(C#CCCO)cc3)C2)cc1F (configuration not stated)
 : 1 | 1.1 | 0.9 | -1 | 3 | 1 | 0.79 | 3 | -1 | 1
#3 COc1ccc(C(NC(=O)c2cccc(F)c2)c2ccccc2)cc1 (configuration not stated)
 : 1 | 1.1 | 1 | -1 | -3 | 0.9 | 0.91 | -3 | -12 | 1
#4 CNC(=O)CCC(=O)Nc1ccc(C(=O)OC)cc1
 : 1 | 0.9 | 1 | -8 | -1 | 0.9 | 1.1 | -14 | -2 | 1.1
#5 O=C(Nc1ccc(NC(=O)c2ccc(S(=O)(=O)c3ccccc3)cc2)cc1)c1ccccc1
 : 1 | 0.9 | 0.8 | 2 | -1 | 0.9 | 0.99 | -4 | -4 | 1
#6 S=C(NCc1cccs1)Nc1ccc(Cl)cc1
 : 1 | 0.7 | 0.9 | -5 | -4 | 0.8 | 1.1 | -10 | 6 | 1
#7 CCn1c2ccccc2c2cc(/C=N/NC(=O)c3ccccc3C)ccc21
 : 1 | 0.8 | 1 | 1 | -2 | 0.9 | 1.3 | -9 | -79 | 1
#8 S=c1ccc2ccccc2[nH]1
 : 1 | 1 | 2.8* | -2 | -2 | 1.9 | 1.4 | 1 | -5 | 1
#9 O=C1C=C(N2CCOCC2)C2(CCCCC2)O1
 : 1 | 1 | 1 | -6 | -4 | 1 | 1.4 | -9 | 1 | 1.1
#10 CCOc1ccc(Br)cc1S(=O)(=O)NCc1ccc(S(N)(=O)=O)cc1
 : 1 | 1.1 | 0.9 | 3 | -2 | 0.9 | 1.9 | 47 | 7 | 1
#11 Cc1ccc(Oc2ccccc2/C=C2\SC(=O)N(C)C2=O)cc1
 : 1 | 0.9 | 1 | -1 | -5 | 1 | 1.2 | -9 | -2 | 1
#12 O=C(CCn1c(=O)[nH]c2ccsc2c1=O)N(CCc1ccccc1)Cc1ccccc1
 : 1.1 | 0.9 | 0.9 | -2 | -7 | 0.9 | 0.51 | -12 | -17 | 1
#13 COc1ccc(/C=N/NC(C)(C)C)c(OC)c1
 : 1.1 | 1.3 | 1.6 | -5 | -6 | 1.5 | 1.2 | -3 | 12 | 1
#14 Cc1cc(NC(=O)NC2CCCN2S(=O)(=O)c2ccc(Cl)cc2)no1 (configuration not stated)
 : 1 | 1 | 0.9 | -10 | -5 | 0.9 | 1.1 | -13 | 22 | 1.1
#15 NC1=NN=C(N2N=C(c3ccco3)CC2(O)C(F)(F)F)n2ncnc2C1 (configuration not stated)
 : 1 | 1.6 | 1.2 | 1 | -4 | 1.2 | 1.1 | -145 | 9 | 1
#16 Cc1ccccc1NC(=S)NC(NC(=O)COc1ccccc1)C(Cl)(Cl)Cl (configuration not stated)
 : 1.1 | 0.9 | 1 | -8 | -9 | 1.1 | 1.1 | -7 | 13 | 1.1
#17 Cc1ccc2cc3c(N)[nH]nc3nc2c1
 : 0.9 | 0.9 | 0.9 | 7 | 7 | 0.8 | 1.4 | -4 | 2 | 0.9
#18 C(=N\N1CCN(C2c3ccccc3-c3ccccc32)CC1)/c1cccs1
 : 1 | 1.1 | 0.8 | -2 | -4 | 0.9 | 1.6 | -7 | 14 | 1
#19 Cc1ccc(NC(=O)c2ccncc2)cc1[N+](=O)[O-]
 : 1 | 1.1 | 1 | 4 | 2 | 1 | 2.1 | 10 | 9 | 1
#20 CCc1ccc2[nH]c(=O)c(CN(Cc3ccccc3)Cc3nnnn3Cc3ccco3)cc2c1
 : 1 | 1 | 0.9 | -1 | -1 | 0.9 | 0.75 | -7 | 0 | 1
#21 CCNC(=S)N1CCCCC1CO (configuration not stated)
 : 1 | 1.3 | 1 | 1 | 2 | 0.9 | 1.1 | 0 | 19 | 1
#22 COc1ccc(CCn2c(SCCN3CCCCC3)nc3ccccc3c2=O)cc1OC
 : 1.1 | 1 | 0.9 | -5 | -7 | 0.9 | 0.46 | -2 | 6 | 1.1
#23 COC(=O)C1=C(NC(=O)c2cccs2)CCS1
 : 1 | 0.9 | 0.9 | -4 | -2 | 0.9 | 0.94 | -10 | -9 | 1
#24 O=C(NC(=S)N1CCc2ccccc21)c1ccccc1Br
 : 0.8 | 1 | 1 | 4 | 22 | 1 | 1.2 | -2 | 16 | 1
#25 O=C(NC(=S)Nn1cnc2c(cnn2-c2ccccc2)c1=O)c1ccc(Oc2ccccc2)cc1
 : 1.1 | 1 | 1 | -1 | -9 | 1.1 | 1.1 | -1 | 8 | 1
#26 CC(C)(CNC(=O)c1sc2cc(F)ccc2c1Cl)N1CCOCC1
 : 1 | 1.1 | 1.1 | -2 | -4 | 1 | 1.1 | -13 | 5 | 1
#27 COc1ccc(N(C(C)C(=O)NCc2ccco2)S(C)(=O)=O)cc1 (configuration not stated)
 : 1.1 | 1 | 1 | -6 | -5 | 1.1 | 1.4 | -22 | 0 | 1.1
#28 COc1ccc(O)c(C(=O)c2cc(C#N)c(=O)n(-c3c(C)n(C)n(-c4ccccc4)c3=O)c2)c1
 : 1 | 0.7 | 1 | 5 | 3 | 0.9 | 0.93 | -1 | 0 | 1
#29 O=C(N/C=C/c1ccc(Cl)cc1)NCc1ccc(Cl)cc1
 : 1.1 | 0.5 | 1 | -2 | -6 | 1 | 1.1 | -8 | 3 | 1
#30 COc1ccc2cc(C#N)c(N3CCN(C(=O)c4ccccc4C)CC3)nc2c1
 : 1 | 1.2 | 0.8 | 1 | 1 | 1 | 1.2 | -2 | 9 | 1

Looked up by structure from above, 2 records:
Second line of a record – FLuc act counter | bIAP activator | PMI act hi M6P | TNAP inh hiacc | FLuc inh counter | PMI activator | NF-kB neuron act | TNAP inh noacc | APP 5'UTR act | TNAP act hiacc
#1 O=C(COc1ccc2c(c1)CCC2)N1CCc2ccccc21
 : 0.6 | 0.8 | 0.9 | -8 | 42 | 1 | 2.7 | -16 | 93 | 1.1
#28 COc1ccc(O)c(C(=O)c2cc(C#N)c(=O)n(-c3c(C)n(C)n(-c4ccccc4)c3=O)c2)c1
 : 1 | 0.7 | 1 | 5 | 3 | 0.9 | 0.93 | -1 | 0 | 1

Following part:
Second line of a record – FLuc act counter | bIAP activator | PMI act hi M6P | TNAP inh hiacc | FLuc inh counter | PMI activator | NF-kB neuron act | TNAP inh noacc | APP 5'UTR act | TNAP act hiacc
#31 CC(C)COC(=O)Nc1ccccc1C(=O)N1CCOCC1
 : 1 | 0.9 | 0.9 | 3 | 4 | 0.9 | 1.1 | -2 | -13 | 1
#32 C/C(CC(=O)Nc1cc(C)ccn1)=N\NC(=O)c1ccc(C)cc1
 : 1 | 1 | x | -1 | -2 | x | 1.1 | -5 | 3 | 1
#33 CCOCCCNC(=O)C1CCN(S(=O)(=O)N2CCCCC2)CC1
 : 1 | 1 | 1 | -3 | -4 | 1 | 1.1 | -6 | -7 | 1
#34 COc1cc2c(cc1OC)CN(C(=O)CSc1nnc3scc(-c4ccccc4)n13)CC2
 : 1 | 1 | 0.9 | 1 | -2 | 1.1 | 0.97 | -5 | 19 | 1
#35 Fc1ccccc1C1CCN(Cc2nc(CC3CC3)no2)C1 (configuration not stated)
 : 1 | 1.1 | 1 | -9 | 2 | 1 | 1.5 | -10 | 40 | 1.1
#36 CCCCOc1ccc(NC(=O)c2cnc(C)cn2)cc1
 : 0.9 | 1 | 1.1 | -5 | 7 | 1.1 | 1.5 | 0 | 1 | 1
#37 CCc1ccc(/C=C/C(=O)C2C(=O)c3ccccc3C2=O)cc1
 : 0 | 1 | 1 | 7 | 96* | 1.2 | 1.1 | 10 | 20 | 0.9
#38 CC(C)CC(=O)Nc1ccc(C(=O)Cn2c(=O)oc3ccccc32)cc1
 : 1.1 | 1 | 1.1 | -5 | -5 | 1 | 1 | -16 | -2 | 1
#39 O=C(CSCC(=O)OCC(=O)c1ccc(Br)cc1)Nc1cccc2ccccc12
 : 1 | 0.9 | 0.9 | -1 | 2 | 0.9 | 0.96 | -17 | 9 | 1
#40 O=C(O)c1cc(-c2ccc(Cl)cc2)n[nH]1
 : 1 | 0.8 | 0.9 | -3 | 3 | 1 | 1.2 | 83* | -5 | 1
#41 COC(=O)c1ccc(S(=O)(=O)N2C3CCC2CC(NC(=O)NC2CCCCC2)C3)cc1 (configuration not stated)
 : 1 | 1.4 | 1 | 0 | 0 | 0.9 | 0.99 | -10 | -4 | 1
#42 COC(=O)CNC(=O)COC(=O)c1ccc(OC)c([N+](=O)[O-])c1
 : 1 | 1.3 | 1 | 4 | -4 | 0.9 | 1.2 | -1 | 3 | 1
#43 CCc1ccc(S(=O)(=O)NCc2csc(-c3ccccc3)n2)s1
 : 1 | 0.5 | 0.9 | -4 | -5 | 0.9 | 0.76 | -16 | -2 | 1
#44 COc1ccc(CCNC(=O)C(=O)NCc2ccccn2)cc1
 : 1 | 1.3 | 1 | -3 | -2 | 1 | 0.95 | 1 | 15 | 1
#45 Cc1scc(C(=O)O)c1-c1c(C(=O)O)csc1C
 : 1 | 1 | 1.1 | -1 | -4 | 1.2 | 1.2 | -8 | -10 | 1
#46 CCOC(=O)C1CSC(CC(=O)Nc2ccc(Cl)cc2)C(=O)N1 (configuration not stated)
 : 1.1 | 0.9 | 0.8 | 1 | -9 | 0.8 | 0.99 | -6 | -1 | 1
#47 CC(C)C(NC(=O)OCc1ccccc1)C(=O)NCc1ccc(C(=O)O)cc1 (configuration not stated)
 : 1.1 | 1 | 1.1 | 2 | -6 | 1 | 1.1 | -13 | 1 | 1

Sorted by the number under TNAP inh noacc (low to high): 6 of the compounds above
cpd | SMILES | TNAP inh noacc
39 | O=C(CSCC(=O)OCC(=O)c1ccc(Br)cc1)Nc1cccc2ccccc12 | -17
38 | CC(C)CC(=O)Nc1ccc(C(=O)Cn2c(=O)oc3ccccc32)cc1 | -16
35 | Fc1ccccc1C1CCN(Cc2nc(CC3CC3)no2)C1 (configuration not stated) | -10
33 | CCOCCCNC(=O)C1CCN(S(=O)(=O)N2CCCCC2)CC1 | -6
32 | C/C(CC(=O)Nc1cc(C)ccn1)=N\NC(=O)c1ccc(C)cc1 | -5
42 | COC(=O)CNC(=O)COC(=O)c1ccc(OC)c([N+](=O)[O-])c1 | -1

Compound activity from PubChem.
